Hep lipid drop: modulators of hepatic lipid droplet formation | inhibition, % at 6.5 µM | AID 1656 | AML12 mouse hepatocytes, oleate lipid droplets, BODIPY imaging | 240,000 tested, 0.4% active;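 active means lipid droplet intensity inhibited by at least 50%, with more than 500 cells counted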
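Material – AML12 mouse liver cells · Also added – oleate loading, 100 µM · Compound dosing – 6.5 µM single-point dosing · Times – overnight treatment with compound plus oleate · Measured by – fluorescence imaging, 20x objective, two fields per well · Read-out – percent inhibition of filter-corrected integrated lipid droplet intensity per well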
Hep lipid drop cells 6.5 µM: also measured in Hep lipid drop; calls as there; cell count; measured here: cell count, cytotoxicity flag;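 cells counted across two imaged fields per well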
* marks the source's active call; other numbers are inactive results. These rows are one share of the data; count on the stated rates, not on these rows.

SMILES	Hep lipid drop	Hep lipid drop cells 6.5 µM
CC1CN(C(C)C(=O)NC(c2ccccc2)c2ccccc2)CC(C)O1 (configuration not stated)	-2	712
COc1cc(NC(=O)c2ccc(NC3=NC4CS(=O)(=O)CC4S3)cc2)cc(OC)c1 (configuration not stated)	-1	704
COc1cc(OC)cc(C(=O)N2CCN(Cc3ccc4c(c3)OCO4)CC2)c1	24	833
O=C(NNC(=O)c1ccco1)c1cccc(Br)c1	-2	643
COC(=O)c1ccccc1C(=O)c1cccc2ccccc12	-12	773
CCN1C(=NCC(C)C)N[C@@H](c2cccc(F)c2)C(C(=O)OC)=C1C	7	795
NS(=O)(=O)c1ccc(CCNC(=O)c2ccc3c(c2)N(Cc2ccccc2)CCS3)cc1	-7	717
O=C(Cn1c(=O)oc2ccccc21)Nc1ccc(F)cc1	3	837
CC(C)c1ccc(OCC(=O)Nc2ccc(S(=O)(=O)Nc3ccccn3)cc2)cc1	3	796
O=C(Cc1ccc(Cl)cc1)NCC(=O)N1CCN(c2ccccc2)CC1	20	793
NC(=O)C1CCN(C(=O)CCC(=O)c2ccc(F)cc2)CC1	-2	834
O=C(Nc1cccnc1)OCc1ccccc1	-2	841

Another view of part of the listing above:
Molecule | Hep lipid drop | Hep lipid drop cells 6.5 µM
CCN1C(=NCC(C)C)N[C@@H](c2cccc(F)c2)C(C(=O)OC)=C1C | 7 | 795
O=C(Nc1cccnc1)OCc1ccccc1 | -2 | 841
NC(=O)C1CCN(C(=O)CCC(=O)c2ccc(F)cc2)CC1 | -2 | 834
NS(=O)(=O)c1ccc(CCNC(=O)c2ccc3c(c2)N(Cc2ccccc2)CCS3)cc1 | -7 | 717

More structures follow:
SMILES	Hep lipid drop	Hep lipid drop cells 6.5 µM
COc1ccc(C(=O)NCc2nnc(SCC(=O)NC3CCCCC3)o2)cc1	-11	592
CCn1c(CCC(=O)Nc2ccccc2F)nnc1SCC(=O)Nc1ccc(OC)cc1	-6	683
COC(=O)c1ccc(C2C(C(=O)c3cc4ccccc4o3)=C(O)C(=O)N2CCN2CCOCC2)cc1 (configuration not stated)	32	708
CC(NC(=O)[C@H](C)NC(=O)c1ccco1)c1ccc(S(N)(=O)=O)cc1 (some centres not stated)	4	817
COc1ccccc1N1CCN(C2CCCCC2NS(=O)(=O)c2ccc(Cl)cc2)CC1 (configuration not stated)	-31	729
O=C(Cn1ncc2c([nH]c3ccccc32)c1=O)N1CCc2ccccc2C1	7	775
O=C(NC1CCCCC1)c1ccc(N2CCOCC2)c([N+](=O)[O-])c1	10	847
CCOc1cccc(-c2c(C(=O)N/N=C(\C)c3ccncc3)nnn2-c2nonc2N)c1	-4	662
COCCN(C(=O)CCC(=O)Nc1nccs1)C(C(=O)NCCC(C)C)c1ccc(F)cc1 (configuration not stated)	-5	815
O=C(CCN1C(=O)S/C(=C/c2ccccc2)C1=O)Nc1ccc(O)c(C(=O)O)c1	-11	710
O=C1c2ccccc2C(=O)N1CCOc1ccccc1Cl	13	690
O=C(O)CCCC(=O)Nc1ccccc1SCCS(=O)(=O)c1ccc(Cl)cc1	4	733
COc1ccc(C(C(=O)NC2CCCCC2)N(C(=O)c2ccccn2)c2cccnc2)c(OC)c1 (configuration not stated)	-18	734
Cc1cc(C)c(C#N)c(N2CCN(S(=O)(=O)Cc3ccccc3)CC2)n1	-9	830
COc1ccc(CC(=O)N/N=C(/C)CC(=O)N(C)c2ccccc2)cc1	-1	837
COc1ccc(OCC(=O)NCCNC(=O)c2ccncc2)cc1	-1	803
CC(=O)NN1C(=O)/C(=C2/Sc3ccccc3N2C)SC1=S	15	807
CC(=O)c1cccc(NC(=O)c2sc3nc4n(c(=O)c3c2C)CCCC4)c1	-8	766
CCN(C(=O)Cn1c(=O)oc2cc(S(=O)(=O)N3CCCC3)ccc21)c1ccc(OC)cc1	0	739
OCCC1CN(CC2CCCCC2)CCN1C1CCCC1 (configuration not stated)	18	822
CC(Cc1ccccc1)C(=O)Nc1ccc(Br)cc1 (configuration not stated)	-6	785
O=C(NCC1CCCO1)c1ccc(-c2cccc(C(F)(F)F)c2)o1 (configuration not stated)	-9	700
O=C(CN1CCCN(Cc2ccc(F)cc2)S1(=O)=O)NC1CCCC1	2	721
Cc1[nH]c2ccccc2c1C(=O)COC(=O)C1CCC1	15	826
COc1ccc(/C=N/NC(=O)c2cc[n+]([O-])cc2)cc1OC	-8	816
C[C@H](NC(=O)C1CCN(S(=O)(=O)c2ccccc2)CC1)C(=O)NCc1cccc(C(F)(F)F)c1	-15	661
CCN(Cc1ccc(O)cc1)CC1CCCN(CCc2cccc(F)c2)C1 (configuration not stated)	-3	807
CCOCC(=O)Nc1c(C(=O)Nc2ccc3c(c2)OCO3)oc2ccccc12	3	738
CCOc1ccccc1NC(=O)c1ccc(CN2CCc3ccccc3C2)cc1	-9	866
Cc1[nH]nc2nc(SCC(=O)NCCC3=CCCCC3)n(-c3ccc(Br)cc3)c(=N)c12	-18	713
CC(C)C(=O)N1CCN(S(=O)(=O)c2ccc3ccccc3c2)CC1	8	753
CCCCn1c(SCC(=O)NC2CCS(=O)(=O)C2)nc2ccccc2c1=O (configuration not stated)	0	833
CCOC(=O)c1c(C)[nH]c(C(=O)N2CCN(CC)CC2)c1C	-13	664
O=C(NC1CCN(C(=O)Nc2cccc(F)c2)CC1)c1ccco1	-4	727
Cc1ccc(NC(=O)CSc2nncc3ccccc23)cc1	-55	826
Cc1c(C(=O)O)sc2nc(/C=C/c3cccc(O)c3)[nH]c(=O)c12	0	826
CS(=O)(=O)c1ccc2nc(NC(=O)CCS(=O)(=O)c3ccccc3)sc2c1	11	858
Cc1ccc(NS(=O)(=O)c2ccc(-n3cccn3)cc2)c(C)c1	4	662
CCOc1ccc(N(C)S(=O)(=O)c2csc(C(N)=O)c2)cc1	10	822
COc1ccc(CCNC(=O)COc2cc(C)cc3oc(=O)cc(C)c23)cc1	9	710
CC(=O)NCCc1ccc(S(=O)(=O)N2CCN(c3nc(-c4ccccc4)c(C)s3)CC2)cc1	28	857
Cc1ccc(-c2nc(CS(=O)(=O)CC(=O)Nc3cc(F)ccc3F)c(C)o2)cc1	6	763
C=CCNC(=O)c1cc(-c2ccncc2)nc2c(C)cc(C)cc12	4	861
O=C(Nc1ccc(F)cc1F)N1CCCCCC1	3	869
CCOc1cccc2cc(C(=O)N3CCOCC3)c(=O)oc12	1	838
Cc1ccc(C(=O)Nc2ccc3c(c2)C(=O)N(C)C3=O)c(C)c1	14	789
CCCc1c(C(=O)N/N=C/c2cccs2)nnn1-c1nonc1N	-8	709
COCCN(C(=O)COC(=O)/C=C/c1ccco1)c1c(N)n(Cc2ccccc2)c(=O)[nH]c1=O	-18	787
CN(C(=O)c1ccc(OC2CCN(Cc3ccccn3)CC2)cc1)C1CCCCC1	-7	714
O=C(CCC1CCCCC1)Nc1nncs1	5	863
Cn1nnnc1SCCNC(=O)C1CCC(=O)N(Cc2ccccc2F)C1 (configuration not stated)	-13	762
O=C(N/N=C/c1ccncc1)c1sc2ccccc2c1Cl	-1	713
CC1(C)Cc2c(sc(NC(=O)c3ccc(C(=O)c4ccccc4)cc3)c2C(N)=O)C(C)(C)N1	-37	602
CCc1nnc(NS(=O)(=O)c2ccc(NS(=O)(=O)c3ccccc3[N+](=O)[O-])cc2)s1	-1	816
CCCc1nnc(SCC(=O)NC2CC2)n1CC	-4	711
Cc1cccc(CCNC(=O)c2cccc3c2C(=O)N(C2CCCCC2)C3)c1	0	690
CC1CCC(NC(=O)c2ccc3c(c2)OCO3)CC1 (configuration not stated)	-15	508
CCC(CC)C(=O)Nc1ccc(-c2cn3cccnc3n2)cc1	-8	814
OCC(CO)(CO)NCC(O)CN1c2ccccc2Sc2ccccc21 (configuration not stated)	0	820
CC1=C(C(=O)OC(C)(C)C)C(c2cccc3ccccc23)NC(=O)N1 (configuration not stated)	5	840
(next part)
SMILES	Hep lipid drop	Hep lipid drop cells 6.5 µM
COc1ccc(NC(=O)c2cc(-c3cccs3)on2)cc1	4	768
COc1ccc2nc(NC(=O)c3ccccc3F)sc2c1	2	794
CCCN1CCN(CCCNC(=O)c2cc3c(s2)-c2ccccc2OC3)CC1	4	737
COc1cc(C)ccc1OCc1cc(C(=O)N2CCCCCCC2)no1	9	859
CCOCCCNC(=O)c1ccc(OC)c(OC2CCN(C(C)C)CC2)c1	3	795
CCNS(=O)(=O)c1ccc(CCC(=O)N2CCN(C(=O)OCC)CC2)cc1	0	845
CCC1CCCCN1S(=O)(=O)c1ccc(C(=O)Nc2nnc(C3=COCCO3)o2)cc1 (configuration not stated)	11	677
CCc1ccc(NC(=O)Cn2cnc3sc(C)c(S(=O)(=O)N4CCOCC4)c3c2=O)cc1	8	812
CCOc1ccc(CCNC(=O)COC(=O)/C=C/c2ccco2)cc1OCC	19	615
COc1ccc(S(=O)(=O)Nc2nc3ccccc3nc2Nc2cccc(C(=O)O)c2)cc1	3	799
CC(NC(=O)/C=C/c1ccccc1[N+](=O)[O-])C1CC2CCC1C2 (configuration not stated)	4	761
Cc1nnc(SCC(=O)NC2CCCCCC2)n1C(C)C	-5	805

Entries of single compounds, looked up by structure. Order of screens: Hep lipid drop	Hep lipid drop cells 6.5 µM
COc1ccc2nc(NC(=O)c3ccccc3F)sc2c1 in the list: 2	794
Cc1nnc(SCC(=O)NC2CCCCCC2)n1C(C)C in the list: -5	805
COc1cc(C)ccc1OCc1cc(C(=O)N2CCCCCCC2)no1 in the list: 9	859

Remaining list, next part:
SMILES	Hep lipid drop	Hep lipid drop cells 6.5 µM
COc1ccc(N2CCN(C(=O)NC(=O)c3ccc(Cl)cc3)CC2)cc1	-7	699
COc1cccc(/C=N/N2CCN(Cc3ccccc3)CC2)c1O	10	853
Cc1ccc(C(=O)COC(=O)COc2ccccc2C)cc1	18	708
O=C(NC1CCCCC1)c1cc([N+](=O)[O-])ccc1N1CCCC1	4	801
CN1C(=O)C(C)(C)c2cc(S(=O)(=O)N3CCC(C(=O)Nc4ccc(Cl)cc4)CC3)ccc21	0	758
CCC(=O)N1c2ccc(S(=O)(=O)N3CCCC3)cc2CC1C (configuration not stated)	-5	685
S=c1nc(NCCc2ccccc2Cl)c2ccccc2[nH]1	12	857
CN(Cc1ccccc1)C(=O)CCCn1c(=O)c2cccn2c2cccnc21	-23	694
CCc1nc2nc(C)c(NS(=O)(=O)c3ccc(Cl)cc3)c(=O)n2[nH]1	-17	808
C=CCNC(=O)CN1CCN(Cc2ccc3c(c2)OCO3)CC1	3	775
CCN1C(=O)c2ccccc2S(=O)(=O)c2ccc(C(=O)NCC(OC)OC)cc21	-16	407
CCOc1ccc(CNC(=O)C(C)n2nc(C)c3c(C)n(-c4ccccc4)nc3c2=O)cc1 (configuration not stated)	26	727
COc1ccc(N2CC(C(=O)OCC(=O)Nc3ccccc3C)CC2=O)cc1 (configuration not stated)	-2	818
CN(C)c1ccc(CN(Cc2ccco2)C(=O)c2ccco2)cc1	9	739
Cc1cccc(OCC(=O)NCCNC(=O)c2ccco2)c1	-6	732
O=C(O)c1ccc(Nc2ncnc3ccccc23)cc1	-1	815
COc1ccc(-c2noc(=O)n2Cc2ccc(F)cc2Cl)cc1	-1	802
COC(=O)c1ccc(COC(=O)c2cccn2C)o1	3	778
CCOc1ccc2nc(SCC(=O)NNC(=O)c3ccco3)c(C)cc2c1	-2	792
CCN(c1ccc(C)cc1C)S(=O)(=O)c1nnc(NC(=O)C(C)C)s1	4	799
CC(Sc1nnc2c(n1)[nH]c1ccccc12)C(=O)N(C)C1CCCCC1 (configuration not stated)	33	797
CCCN(C(=O)C(C)Oc1cccc(Cl)c1)c1c(N)n(Cc2ccccc2)c(=O)[nH]c1=O (configuration not stated)	-12	777
Cc1cccn2c(=O)c3cc(C(=O)NCc4ccco4)c(=N)n(C4CCCC4)c3nc12	-17	773
CCc1ccc(C(=O)NC(=S)NCc2cccnc2)cc1	-3	819
CCOC(=O)c1sc(NC(=O)CCc2ccccc2)nc1C	0	868
COc1ccc(NC(=O)C2COc3ccccc3O2)cc1 (configuration not stated)	8	808
CCc1ccc(NS(=O)(=O)c2ccc3oc(=O)ccc3c2)cc1	-21	832
O=C(Cn1ncc2c([nH]c3ccccc32)c1=O)NCCCN1CCN(c2ccccc2)CC1	24	756
COc1ccc(-c2nc(CN3CCC(C(=O)NC4CC4)CC3)c(C)o2)cc1OC	-4	771
Cc1cc(OCc2cc(C(=O)N3CCC(Oc4cccnc4)CC3)no2)cc(C)c1Cl	5	676
CC(C)c1ccc(NC(=O)CCN2C(=O)[C@@H]3Cc4ccccc4CN3C2=O)cc1	2	708
COc1ccc(OC)c(NS(=O)(=O)c2c(C(=O)N3CCCCCC3)c(C)n(C)c2C)c1	-24	778
Cc1ccccc1C(=O)NC1CCN(C(=O)Nc2ccc(F)cc2)CC1	-3	801
Cc1ccc(C(=O)N/C(=C\c2cn(C)c3ccccc23)C(=O)NCCN2CCOCC2)cc1	-27	693
CC(Sc1nnc(CNC(=O)c2ccco2)n1C)C(=O)Nc1nccs1 (configuration not stated)	4	829
COc1cc(/C=C2\SC(=O)N(CC(=O)Nc3ccccc3F)C2=O)cc(Cl)c1O	-9	774

Entries from the list above with a nitro group on carbon:
SMILES	Hep lipid drop	Hep lipid drop cells 6.5 µM
O=C(NC1CCCCC1)c1ccc(N2CCOCC2)c([N+](=O)[O-])c1	10	847
CCc1nnc(NS(=O)(=O)c2ccc(NS(=O)(=O)c3ccccc3[N+](=O)[O-])cc2)s1	-1	816
CC(NC(=O)/C=C/c1ccccc1[N+](=O)[O-])C1CC2CCC1C2 (configuration not stated)	4	761
O=C(NC1CCCCC1)c1cc([N+](=O)[O-])ccc1N1CCCC1	4	801

Bioassay records: PubChem, Sanford-Burnham Center for Chemical Genomics
